Bioassay records from PubChem BioAssay.
D2 antagonist – antagonizes the human D2 dopamine receptor; 340,000 compounds, 2% hits; AID 485344; P14416; inhibition, % at 10 µM; HEK293 TREx D2 cells, calcium flux, dopamine EC80; in the data active = inhibition above about 30%; also: 0% is about no effect
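Tetracycline-induced HEK293 T-REx cells expressing D2 force-coupled to calcium signalling were dye-loaded, exposed to compound for 180 s, then challenged with an EC80 of dopamine; calcium flux was followed kinetically for a further 180 s.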
USP1-UAF1 inh – USP1/UAF1 (human) deubiquitinase inhibition | Potency, µM (top dose mostly 57.1 µM), without a hit: at the highest dose activity change, negative = inhibition, usual class: inhibitors | AID 743255 | 390,000 compounds, 0.23% hits | recombinant USP1/UAF1, Ub-Rhodamine cleavage fluorescence; also: potency is read from the fitted curve at half-maximal effect; % is scaled to controls: 0 for no effect and ±100 for the full control effect; nearly all actives have a fitted effect of over 60% in size; inactives centre near -12
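USP1/UAF1 complex (1 nM) preincubated 15 min at room temperature with compound, then Ub-Rho substrate (150 nM final) added. Kinetic fluorescence at 480/540 nm over 6 reads at 60 s intervals; 50 mM HEPES pH 7.8, 0.5 mM EDTA, 0.1 mg/ml BSA, 1 mM TCEP, 0.01% Tween-20.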
D2 ag – activates the human D2 dopamine receptor; P14416; HEK293 T-REx D2 cells, calcium flux agonist mode; activation, % at 2 µM; 340,000 compounds, 0.53% hits; AID 485358;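 active = activation over 3 SD above normal in the single-dose calcium agonist read, cut at about 30% in these data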; also: 0% is about no effect
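Agonism scored from kinetic calcium signal (1 read/sec, 180 s) following compound pin transfer, after a 10 s baseline. Cells: HEK293 Trex line expressing inducible D2 receptor coupled to calcium, dye-loaded after overnight culture at 30 C.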
TRHR PAM – TRH receptor (human) allosteric enhancement; P34981; TRHR cells, fluo-8 calcium fluorescence, EC20 TRH enhancement; enhancement, % at 2 µM; 360,000 compounds, 0.66% hits; AID 493056; in the data active = enhancement above about 30%; also: 0% is about no effect
Target sequence (P34981 whole entry, looked up): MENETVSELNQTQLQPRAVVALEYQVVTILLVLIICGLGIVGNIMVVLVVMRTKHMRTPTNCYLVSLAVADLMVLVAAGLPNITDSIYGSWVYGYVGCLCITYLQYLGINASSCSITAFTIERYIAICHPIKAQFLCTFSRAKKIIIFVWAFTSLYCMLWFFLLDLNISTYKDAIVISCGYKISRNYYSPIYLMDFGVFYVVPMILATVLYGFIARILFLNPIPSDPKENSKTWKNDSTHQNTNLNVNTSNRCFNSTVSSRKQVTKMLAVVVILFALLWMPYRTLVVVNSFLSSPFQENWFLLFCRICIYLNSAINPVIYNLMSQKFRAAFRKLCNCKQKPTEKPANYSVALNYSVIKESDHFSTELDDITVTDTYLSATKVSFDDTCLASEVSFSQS
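TRHR-expressing cells loaded with fluo-8 calcium dye were read kinetically (ex 480/em 530) during compound addition, then stimulated with an EC20 of TRH (10 nM final). Enhancement of the Gq-mediated intracellular calcium response was scored.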
PI4K2A inh – blocks human PI4K2A kinase activity; purified PI4K2A, ADP-Glo luminescence, 1 h; active compounds read low; 420,000 compounds, 0.13% hits; activity change, negative = inhibition, % at 76.9 µM; AID 1346378; in the data active = activity change below about -50%; inconclusive = mostly about -30% to -49%;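 also: -100% = wells without enzyme as full effect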
Target sequence (Q9BTU6 whole entry, looked up): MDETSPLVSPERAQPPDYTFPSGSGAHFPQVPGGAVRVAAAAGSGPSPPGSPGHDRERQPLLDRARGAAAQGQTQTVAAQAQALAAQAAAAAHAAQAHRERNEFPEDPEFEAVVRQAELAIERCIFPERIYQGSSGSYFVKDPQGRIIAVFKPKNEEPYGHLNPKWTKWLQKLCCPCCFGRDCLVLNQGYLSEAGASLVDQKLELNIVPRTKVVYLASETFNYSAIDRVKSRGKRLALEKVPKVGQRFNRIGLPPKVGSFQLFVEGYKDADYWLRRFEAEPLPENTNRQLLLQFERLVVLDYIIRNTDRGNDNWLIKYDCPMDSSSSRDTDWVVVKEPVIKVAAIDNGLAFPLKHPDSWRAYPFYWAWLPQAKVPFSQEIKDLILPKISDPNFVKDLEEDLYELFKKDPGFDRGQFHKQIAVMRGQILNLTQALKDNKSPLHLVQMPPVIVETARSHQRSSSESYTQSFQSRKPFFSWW
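In this quantitative HTS, ADP production by PI4K2A was quantified luminescently after 1 h at ambient temperature; 100 microM adenosine served as plate-quality control.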
IDH1 R132H inh – human IDH1 R132H inhibition. IDH1-R132H enzyme, NADPH consumption, diaphorase/resazurin fluorescence. Potency, µM (highest dose often 76.6 µM), without a hit: top-dose activity change, negative = inhibition, most hits filed as inhibitors. 390,000 compounds, 0.093% hits. AID 602179. O75874; also: potency is read from the fitted curve at half-maximal effect; % is scaled to controls: 0 for no effect and ±100 for the full control effect; nearly all actives have a fitted effect of over 65% in size
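IDH1-R132H (0.5 ug/mL dispensed) in pH 7.5 Tris buffer was preincubated 30 min with compound, then given a substrate mix of 0.016 mM NADPH and 2 mM alpha-KG for 80 min at room temperature; remaining NADPH was read by diaphorase/resazurin fluorescence.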
TrxR1 substrate – rat thioredoxin reductase 1 substrate activity; 390,000 compounds, 0.01% hits; O89049; purified TrxR1 substrate turnover, NADPH consumption readout; Potency, µM (titrated, usually from 114 µM), inactives show at the top dose activity change, negative = substrate turnover; also: potency is read from the fitted curve at half-maximal effect; % is scaled to controls: 0 for no effect and ±100 for the full control effect; nearly all actives have a fitted effect of over 50% in size
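Rat TrxR1, dispensed at 90 nM, was prereduced with 400 uM NADPH (final) for 5 min at ~22 deg C, then incubated with compound 15 min before 400 uM selenite. A first-read NADPH fluorescence drop versus no-compound background flagged substrates.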
TRHR ag – activates the human TRH receptor; P34981; TRHR cells, calcium flux fluo-8, FDSS agonist mode; activation, % at 2 µM; 360,000 compounds, 0.18% hits; AID 493084; in the data active = activation above about 30%; also: 0% is about no effect
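Agonist-mode FDSS calcium read (Ex 480/Em 530, 1 s cycles) in 1536-well TRHR cells with fluo-8 dye, after 10-cycle baseline and 23 nL compound addition; TRH at EC20 (10 nM final) added afterwards for the enhancer phase.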
rTrxR1 inhibitor – rat TrxR1 inhibition. 390,000 compounds, 1% hits. Potency, µM (series often up to 114 µM), for the others: top-dose activity change, negative = inhibition, usual class: inhibitors. AID 588453. recombinant rTrxR1, NADPH fluorescence consumption, selenite substrate; also: potency is read from the fitted curve at half-maximal effect; % is scaled to controls: 0 for no effect and ±100 for the full control effect; nearly all actives have a fitted effect of over 65% in size
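Rat TrxR1 (90 nM in the dispensed reagent) was pre-reduced with 400 uM NADPH for 5 min at room temperature, then incubated with compound for 15 min. After 400 uM selenite was added, NADPH fluorescence (Ex 340/Em 450 nm) was followed for 8 min.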
* = called active by the depositor; ? = inconclusive; . = no result given; [ ] = another dose, or the depositor's remark. Unless noted, calls follow the shape of the dose curve; as a rule, active = well fitted inhibition curve with a large enough effect; inconclusive = small, poorly fitted or top-dose-only effect; inactive = no such curve, though single readings can be large or run the other way.

Compound	TRHR ag	rTrxR1 inhibitor	D2 ag	IDH1 R132H inh	D2 antagonist	USP1-UAF1 inh	TRHR PAM	PI4K2A inh	TrxR1 substrate
CCOc1ccc2nc(SCC(=O)c3ccc(O)cc3O)sc2c1	-1.5	-8%	0.1	-4%	6	-7%	1	-3	-4%
Cc1cc(C)c(S(=O)(=O)c2ccccc2)c(OC(=O)c2c(Cl)cccc2Cl)n1	-0.1	24%[11.4 µM]	0.0	5%	-11	-7%	0	-1	8%[11.4 µM]
CN(C)S(=O)(=O)c1cccc(C(=O)OCC(=O)NCc2ccc3c(c2)OCO3)c1	-0.1	12%	-0.4	0%	4	-20%	-4	-1	-1%
CCOc1cc(C(=O)N(C)CC(=O)Nc2cccc(F)c2)ccc1OCC(=O)N1CCOCC1	0.5	7%	0.7	2%	3	-26%	13	-1	-1%
CCc1ccc(N(CC(=O)NCC2CCCO2)C(=O)CCC(=O)Nc2nccs2)cc1 (stereo unspecified)	0.4	11%	1.0	-2%	9	-19%	3	5	0%
CC(C)CNc1nc(N)c([N+](=O)[O-])c(NCc2ccccc2)n1	-0.4	22%[57.1 µM]	-3.0	17%	-6	?	-7	-4	11%[57.1 µM]
O=C(NCCCN1CCOCC1)c1cc2c(s1)CCCC2	0.2	-8%	0.7	7%	4	-29%	6	-4	-4%
CC(=O)Nc1ccc(S(=O)(=O)N/N=C/c2cccnc2)cc1	0.4	-4%	0.4	7%	-15	-12%	6	-4	-4%

The list goes on.
Compound	TRHR ag	rTrxR1 inhibitor	D2 ag	IDH1 R132H inh	D2 antagonist	USP1-UAF1 inh	TRHR PAM	PI4K2A inh	TrxR1 substrate
CCOC(=O)N1CCN(C(=O)C2CCC(=O)N2C(C)C)CC1 (stereo unspecified)	0.0	25%	0.9	3%	-1	-20%	-3	2	8%
O=C1c2ccccc2NC(c2ccc(F)cc2)N1Cc1ccccc1 (stereo unspecified)	-0.1	1%	-0.2	-5%	-3	-9%	5	0	73%[activator]
CC(=O)c1ccn(S(=O)(=O)c2ccccc2)c1	0.9	11%	0.1	4%	14	2%	-1	-1	2%
COc1ccc(C(C)=O)cc1COC(=O)c1c(C)noc1C	-0.3	35µM*	-2.4	6%	-4	-7%	-1	-5	-5%
Clc1ccc(-n2nnnc2-c2ccccc2)cc1Cl	0.3	2%	-1.5	1%	3	-10%	14	0	-4%
C[C@@H]1C(c2cccc(Cl)c2)=NN(c2ccc(Br)cc2)[C@H]1C(=O)N1CCOC1=O	.	146%[activator]	.	1%	.	-40%	.	2	200%[activator]
Cc1ccccc1NC(=O)CCn1c(=O)oc2ccccc21	-0.2	3%[57.1 µM]	0.4	-13%	8	1%	-6	-1	-3%[57.1 µM]
CCS(=O)c1ccccc1C(=O)OCC(=O)Nc1ccc2ccccc2c1 (stereo unspecified)	.	3%	.	6%	.	-21%	.	8	1%

Later entries
Compound	TRHR ag	rTrxR1 inhibitor	D2 ag	IDH1 R132H inh	D2 antagonist	USP1-UAF1 inh	TRHR PAM	PI4K2A inh	TrxR1 substrate
c1cnc2ccc(C(c3nnnn3C3CCCC3)N3CCN4CCCC4C3)cc2c1 (stereo unspecified)	-0.6	4%	.	7%	.	-9%	0	-12	5%
CCCOc1ccccc1-n1sc2c(c1=S)-c1cc(OC)cc3c1N(C(=O)C3=O)C2(C)C	-1.0	-8%	0.5	-7%	3	-11%	-4	8	-15%
CC(C)(C)OC(=O)C[C@H]1C/C=C\C[C@@H](CC(=O)N[C@@H](CO)Cc2ccccc2)C(=O)N2CCC[C@@H]2COC1=O	.	18%	.	3%	.	-26%	.	-5	6%
CCOC(=O)C1(CC2CCCCO2)CCN(Cc2nc(-c3cccs3)oc2C)CC1 (stereo unspecified)	1.0	2%	0.5	16%	69*	-19%	-6	-2	15%
COC(=O)c1cc(S(=O)(=O)NCC2CCN(Cc3ccc(Cl)cc3)CC2)c[nH]1	1.2	13%	0.2	-20%	-9	-14%	0	0	-2%
CCC(C)N1CC(C(=O)NC2CCCCC2)CC1=O (stereo unspecified)	0.1	-3%	-0.2	-1%	-1	-6%	-4	-6	-10%
CCOC(=O)c1cnc2cc(F)c(F)cc2c1Nc1ccccc1O	-1.4	2%	-0.1	4%	.	-7%	4	-1	3%
O=C(Nc1cccc(Cl)c1)c1ccc(=O)[nH]n1	2.2	13%[57.1 µM]	2.9	2%	-4	-19%	5	1	11%[57.1 µM]

Later entries.
Compound	TRHR ag	rTrxR1 inhibitor	D2 ag	IDH1 R132H inh	D2 antagonist	USP1-UAF1 inh	TRHR PAM	PI4K2A inh	TrxR1 substrate
COC(=O)c1ccccc1NCc1cc(=O)oc2cc(O)c(O)cc12	0.3	-3%	-0.9	-7%	-22	-26%	12	4	5%
Cc1cc(C)cc(NC(=O)CSc2nncn2-c2ccccn2)c1	0.1	13%	1.0	0%	4	-12%	-2	1	0%
CCN1C(=O)/C(=C2\SC(N3CCCCC3)=NC2=O)c2ccccc21	.	5%	.	8%	.	-5%	.	2	-2%
Cc1cc(C)c(/C=N/NC(=O)c2nnn(-c3nonc3N)c2COc2ccc(F)cc2)c(C)c1	0.4	12%	-0.4	3%	2	7%	-2	1	4%[57.1 µM]
CCn1cc(C(=O)NCc2cccc(C(F)(F)F)c2)c(=O)c2ccc(C)nc21	-0.2	19%	0.3	16%	-23	-23%	-12	-9	7%
Cc1ccccc1CNC(=O)C1CCCN(c2nnc(-n3c(C)ccc3C)s2)C1 (stereo unspecified)	-0.6	?	0.5	-13%	.	-2%	-6	-8	-4%
Cc1cccc(NS(=O)(=O)c2ccccc2)n1	0.1	27%	-0.3	2%	31*	-4%	-2	5	73%[activator]
Nc1cc(=O)[nH]c(SCC(=O)Nc2cc(Cl)ccc2Cl)n1	0.0	8%	-1.6	23%	-2	-3%	1	1	0%

Next section, overlapping the part above by 2 compounds.
Compound	TRHR ag	rTrxR1 inhibitor	D2 ag	IDH1 R132H inh	D2 antagonist	USP1-UAF1 inh	TRHR PAM	PI4K2A inh	TrxR1 substrate
Cc1cccc(NS(=O)(=O)c2ccccc2)n1	0.1	27%	-0.3	2%	31*	-4%	-2	5	73%[activator]
Nc1cc(=O)[nH]c(SCC(=O)Nc2cc(Cl)ccc2Cl)n1	0.0	8%	-1.6	23%	-2	-3%	1	1	0%
CSc1nsc(SC)c1CO	0.0	14%	.	-13%	.	-17%	4	4	1%
CN(c1ccccc1)S(=O)(=O)c1ccc(NC(=O)c2ccccc2)cc1	1.6	13%[11.4 µM]	1.7	-1%	28	-6%	5	4	-15%
COc1ccc(/C=N/S(=O)(=O)c2ccc(C)cc2)cc1	0.3	6%	0.6	2%	-8	-23%	0	-3	2%
COc1ccc(CCNS(=O)(=O)CCNC(=O)c2ccc(OC)cc2)cc1	0.0	7%[57.1 µM]	0.0	6%	11	-15%	1	3	2%[57.1 µM]
CC(C)CCn1cnc2c(c1=O)c1nc3ccccc3nc1n2Cc1ccc2c(c1)OCO2	-0.6	1%	-2.4	3%	3	-12%	-6	-8	9%
CCC(=O)Oc1ccc(-c2nc3ccccc3c(=O)o2)cc1	-1.0	32%	-0.7	-12%	.	-5%	4	-3	8%
COc1cccc([C@H](O)Cn2cc(-c3ccc(CON=C(C)C)cc3)nn2)c1	-0.2	.	5.0	.	-22	.	0	.	.
Cc1ccc(C(=O)Nc2ccc3c(c2)CCC3)cc1S(=O)(=O)N1CCOCC1	0.3	42%[activator]	-0.7	-1%	22	-23%	4	-3	4%

Next section
Compound	TRHR ag	rTrxR1 inhibitor	D2 ag	IDH1 R132H inh	D2 antagonist	USP1-UAF1 inh	TRHR PAM	PI4K2A inh	TrxR1 substrate
COc1cc(C(=O)NC2=C(C#N)CCC2)cc(OC)c1OC	-0.6	28%	1.3	11%	3	-10%	-4	-3	8%
Cc1ccc(Cl)cc1N1CCN(C(=O)c2cccn3c(=O)c4cc(Cl)ccc4nc23)CC1	-0.2	16%[57.1 µM]	0.3	-3%	.	-23%	0	-1	2%[57.1 µM]
COc1ccccc1NC(=O)c1c(-c2ccc(C)cc2)nnc2ccccc12	-0.5	2%[57.1 µM]	-0.1	-14%	.	5%	-4	3	0%[57.1 µM]
CC(=O)c1ccc(NC(=O)CCc2nnc3ccc(N4CCCC4)nn23)cc1	-0.7	39%[activator][57.1 µM]	0.0	-18%	8	0%	-2	-4	13%[57.1 µM]
Cn1ncc(Cl)c1C(=O)Nc1sc2c(c1C(N)=O)CCC2	-1.0	3%[57.1 µM]	.	8%	.	-17%	-3	4	91%
CCCn1c(=N)c(C(=O)NCC2CCCO2)cc2c(=O)n3cccc(C)c3nc21 (stereo unspecified)	0.1	209%[57.1 µM]	0.2	15%	-2	-1%	19	-5	.
COC(=O)c1c(C)[nH]c(C(=O)C(C)OC(=O)c2cc(C)oc2C)c1C (stereo unspecified)	0.3	-4%	0.9	6%	-26	-23%	-7	-1	-2%
CCN(C(=O)c1oc2ccc(S(=O)(=O)N3CCCCCC3)cc2c1C)c1ccccc1	0.6	21%[57.1 µM]	0.9	11%	.	-4%	-5	-3	1%[57.1 µM]
CS(=O)(=O)N(CC(=O)NCCSCc1ccccc1)c1ccccc1	0.1	1%[57.1 µM]	-0.2	-9%	-13	-9%	2	1	-1%[57.1 µM]
COc1ccc(C(=O)n2nc(-c3ccco3)nc2N)cc1OC	-0.2	-1%[57.1 µM]	0.1	1%	18	-15%	7	6	1%
